CYP2C9 activ = human CYP2C9 activators, primary screen, biochemical, luminescence | Cytochrome P450 2C9 (Homo sapiens), P11712 | 1.4% of 96,000 active | recombinant CYP2C9, luciferin-H conversion; active compounds read high; factor 1 = untreated enzyme, 0 = blocked | activation factor at 5 µM;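 active = activation factor of 2 or more for CYP2C9 at a 5 µM dose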;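 also: 0 = sulfaphenazole-blocked wells and 1 = vehicle-only wells; values of inactives mirror those of a sister screen read the other way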
IL1B cytotox = cytotoxicity in IL-1B stimulated HUVEC, primary screen, cytotoxicity control for IL-1B NFkB translocation project, imaging, Hoechst nuclear count, IL-1B stimulus; HUVEC cell count loss; cell count reduction, % at 2 µM; 0.41% of 94,000 active; AID 845, 2007;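 active = cell count reduction more than 3 SD above the screen-wide mean, cut at about 70% in these data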;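 also: normalized per plate to untreated control cells as the no-loss baseline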
CYP2C19 act = human CYP2C19 activators, primary screen, biochemical, luminescence; 96,000 tested, under 10 active; Cytochrome P450 2C19 (Homo sapiens), P33261; activation factor at 5 µM; AID 1025, 2008; recombinant CYP2C19, luciferin-H EGE luminescence; active compounds read high; 0 = fully inhibited enzyme, 1 = untreated enzyme;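 active = activation factor of at least 2 at 5 µM in the primary screen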;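 also: 0 = wells with 2.5 mM tranylcypromine and 1 = vehicle-only wells; values of inactives mirror those of a sister screen read the other way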
HUVEC tox TNFa = cytotoxicity in TNFa-stimulated HUVEC, primary screen, cytotoxicity control for VCAM1 expression modulator project, imaging, Hoechst nuclei count. AID 848, 2007. cell count reduction, % at 2 µM. 0.17% of 93,000 active. HUVEC TNFalpha-stimulated, Hoechst cell count;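 active = cell count reduction exceeding the screen mean by over 5 SD, scaled to untreated wells per plate, cut at about 78% in these data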;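 also: cells counted after 24 h of TNF alpha exposure following the 1 h pretreatment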
CYP2C9 inh = blockers of cytochrome P450 2C9 activity – biochemical, luminescence, ADME assay, primary screen; P11712; CYP2C9 Supersomes, luciferin-H conversion; inhibition, % at 5 µM; 20% of 96,000 active;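 active = blocking of liver enzyme CYP2C9 beyond about 50% at 5 µM, limit read from the data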; also: values of inactives mirror those of a sister screen read the other way
CYP2C19 inh = blockers of cytochrome P450 2C19 activity – biochemical, luminescence, ADME assay, primary screen. P33261. AID 778, 2007. CYP2C19 Supersomes, luciferin-H EGE luminescence, 30 min. 21% of 96,000 active. inhibition, % at 5 µM;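 active = CYP2C19 inhibition above a set limit at 5 µM in the primary screen, cut at about 50% in these data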;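 also: plate controls were negative control wells for no effect and 2.5 mM tranylcypromine positive control for full effect; values of inactives mirror those of a sister screen read the other way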
Candida biofilm = clotrimazole potentiators killing Candida biofilms, primary screen, with clotrimazole, Alamar Blue. inhibition, % at 6 µM. C. albicans biofilm + clotrimazole. 0.14% of 85,000 active. AID 834, 2007;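 active = inhibition above 20%; inactive = inhibition below 20%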;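 also: preformed 24 hr biofilms exposed to compound for 48 hr; 0% = biofilm without compound and 100% = blank killed by clotrimazole plus chlorhexidine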
VCAM1 TNFa inh = inhibitors of TNFa-induced VCAM1 expression, primary screen, imaging, HUVEC, TNFa stimulus, immunofluorescence; HUVEC TNFa-induced VCAM-1 immunofluorescence, high-content imaging; inhibition, % at 2 µM; 0.48% of 95,000 active; AID 802, 2007;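 active = inhibition above the batch mean plus 3 SD, with images confirmed as a hit by eye, cut at about 37% in these data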;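 also: 0% = TNF-stimulated DMSO wells and 100% = unstimulated control wells; not every result past the cut was called active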
hDAT+cocaine = changed hDAT dopamine uptake under cocaine IC80, either direction, primary screen, cocaine antagonist project, cell-based, LLC-PK1 hDAT, [14C]-dopamine uptake, MLSMR | 1.3% of 110,000 active | LLC-PK1 hDAT cells, [14C]-dopamine uptake with cocaine IC80; actives deviate in either direction | B-score at 10 µM | Sodium-dependent dopamine transporter (Homo sapiens), Q01959;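 active = Z score or B-score, a plate-position-corrected score, falls beyond the plate's 99.7% confidence bounds, in either direction; inactive = both scores lie inside the 99.7% bounds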;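 also: scored against the spread of the other compound wells on the same plate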
Target sequence (Q01959 whole entry, looked up): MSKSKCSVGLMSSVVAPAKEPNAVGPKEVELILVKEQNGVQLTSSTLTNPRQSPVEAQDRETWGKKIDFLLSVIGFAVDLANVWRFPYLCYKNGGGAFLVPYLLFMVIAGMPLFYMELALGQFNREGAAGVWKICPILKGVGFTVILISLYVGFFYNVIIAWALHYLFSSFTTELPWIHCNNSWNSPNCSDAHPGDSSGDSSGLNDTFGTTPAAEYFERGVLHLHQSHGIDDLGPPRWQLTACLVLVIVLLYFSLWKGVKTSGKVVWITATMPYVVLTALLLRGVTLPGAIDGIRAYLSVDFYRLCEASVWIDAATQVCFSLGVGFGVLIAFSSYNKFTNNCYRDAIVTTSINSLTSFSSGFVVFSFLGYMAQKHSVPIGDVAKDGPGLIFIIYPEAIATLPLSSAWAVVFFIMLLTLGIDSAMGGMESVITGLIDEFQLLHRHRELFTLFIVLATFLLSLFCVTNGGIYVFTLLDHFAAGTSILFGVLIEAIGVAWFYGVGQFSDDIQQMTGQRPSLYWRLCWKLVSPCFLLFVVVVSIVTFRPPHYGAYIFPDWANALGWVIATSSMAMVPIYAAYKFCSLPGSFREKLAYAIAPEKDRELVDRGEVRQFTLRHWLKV
Active calls of the source: *; x = no result given.

SMILES | CYP2C9 activ | IL1B cytotox | CYP2C19 act | HUVEC tox TNFa | CYP2C9 inh | CYP2C19 inh | Candida biofilm | VCAM1 TNFa inh | hDAT+cocaine
CSc1ccc(/C=C/C(=O)c2ccc(NC(=O)C(C)C)cc2)cc1 | 0.8 | 14 | 0.8 | -11 | 20 | 16 | x | 4 | 1.6
Cc1cccc(-n2c(-c3ccncc3)n[nH]c2=S)c1 | x | 24 | x | -12 | x | x | 9 | -5 | -0.36
COc1ccccc1NC(=O)Nc1ccnn1C1CCCCC1 | 0.6 | x | 0.4 | x | 44 | 56* | 4 | x | -0.17
COc1ccc(NCc2cc3cc(OC)ccc3[nH]c2=O)cc1 | 0.6 | -6 | 0.5 | -2 | 38 | 52* | 6 | -1 | 0.065
CS(=O)(=O)N1CCCC(C(=O)N2CCOCC2)C1 (stereo unspecified) | 1.1 | x | 1.1 | x | -12 | -12 | 5 | x | 0.58
CSc1nc(O)c(C2OC(=O)c3ccccc32)c(=O)[nH]1 (stereo unspecified) | 1 | -14 | 0.9 | -6 | -1 | 10 | 9 | -1 | -1.1
O=c1[nH]c2cc3c(cc2cc1CN(Cc1ccccc1)Cc1nnnn1Cc1ccco1)OCCO3 | 1 | -22 | 1 | -38 | 4 | 2 | 4 | 5 | 0.57
O=C(NCCc1ccccc1)C(=O)N/N=C/c1ccc2c(c1)OCO2 | 1 | -18 | 0.9 | 6 | 4 | 10 | x | 0 | 0.062
N#Cc1ccc(OCC(=O)N2CCN(S(=O)(=O)c3cccs3)CC2)cc1 | 0.9 | -11 | 0.9 | 8 | 14 | 7 | 7 | 10 | 1.1
NC1=NC2(CCCCCC2)n2c(nc3ccccc32)N1 | 0.9 | 5 | 1 | 0 | 5 | 0 | 8 | 10 | 1.1
Cc1ccc(C)c(N2CCN(S(=O)(=O)c3ccc4c(c3)OCCO4)CC2)c1 | 0.1 | -2 | 0.2 | -12 | 90* | 81* | 1 | -10 | 1
COc1nc(-c2ccccc2)cc(-c2ccccc2)n1 | 0.7 | 11 | 0.7 | -13 | 26 | 28 | 4 | 5 | 1.4
COc1ccccc1C(=O)n1nc(-c2ccccc2)nc1NCc1ccco1 | 0.4 | -15 | 0.4 | 3 | 59* | 61* | 2 | -15 | 0.54
COc1nn(CC(=O)N2N=C(C)CC2(O)C(F)(F)F)cc1[N+](=O)[O-] (stereo unspecified) | x | 5 | x | -19 | x | x | 4 | -10 | 0.73
Cc1cc(C)cc(OCc2ccc(C(=O)N3N=C(C(F)F)CC3(O)C(F)F)o2)c1 (stereo unspecified) | 1.6 | 4 | 1 | -21 | -64 | 0 | x | -2 | x
COc1ccc(CCNC(=O)CSCc2n[nH]c(=O)[nH]2)cc1OC | 1.1 | -24 | 1.1 | -8 | -7 | -9 | 2 | -8 | -0.65
O=C(N/N=C/C(Br)=C\c1ccccc1)c1n[nH]c2c1CCC2 | 0.7 | 62 | 0.6 | 69 | 34 | 38 | 1 | 91* | x
O=C(O)C1CC=CCC1C(=O)N1CCCC1 (stereo unspecified) | 0.9 | -23 | 1.1 | 96* | 9 | -10 | 2 | 82* | -0.38
CCOc1ccc(N2C(=O)CC(N3CCOCC3)C2=O)cc1 (stereo unspecified) | 0.8 | x | 0.9 | x | 22 | 6 | -1 | x | 0.37
O=C(Nc1ccccc1)c1ccc(S(=O)(=O)N(CCO)CCO)cc1 | 1 | -13 | 1.1 | -3 | 0 | -8 | 0 | 1 | -0.2
COc1ccc(C2(C(=O)Nc3c(C)n(C)n(-c4ccccc4)c3=O)CCCC2)cc1OC | x | -34 | x | x | x | x | 8 | -12 | -0.9
O=C(O)CCc1ccc(-c2ccc(F)cc2)n1NC(=O)c1ccco1 | 1 | 12 | 0.9 | 2 | 3 | 6 | -4 | 2 | -0.24
CC(Oc1ccccc1)C(=O)Nc1ccccc1F (stereo unspecified) | 1.1 | 6 | 0.7 | -19 | -8 | 33 | -3 | 5 | 0.012
COc1ccc(CSc2nc(C)cc(=O)[nH]2)cc1 | 0.6 | -20 | 0.7 | -12 | 36 | 32 | 5 | -7 | -0.24
CCOC(=O)Cn1c(=O)c2c(nc(Br)n2Cc2ccccc2Cl)n(C)c1=O | x | -8 | x | -20 | x | x | 11 | 10 | -0.51
CCN1C(=S)SC(=O)C1=C1C=C(C)N(CCOC)C(C)=C1 | 0.9 | x | 0.7 | x | 12 | 33 | 1 | x | x
Cc1cccc(NC(=O)CSc2nnc(NC(=O)CN3CCOCC3)s2)c1 | 0.9 | -24 | 1 | -10 | 11 | 1 | 12 | 1 | -0.41
O=C(CSc1nnc(-c2ccc(O)cc2)n1Cc1ccco1)N1CCc2ccccc2C1 | 0.5 | 0 | 0.4 | -21 | 50* | 62* | 4 | 31 | 0.92
COc1ccc(Cl)cc1NC(=O)CC(C)c1ccccc1 (stereo unspecified) | 4* | 80* | 0.2 | 2 | -296 | 85* | 2 | -5 | 0.71
C(=NC12CN3CN(CN(C3)C1)C2)c1ccc2c(c1)OCO2 | 1 | -53 | 1.1 | -11 | -2 | -8 | 6 | -34 | -0.42
Cn1c(=O)[nH]c(=O)c2c1nc(N1CCCCC1)n2CCCSc1nc2ccccc2s1 | x | -2 | x | -7 | x | x | -2 | 6 | 1.1
Cn1c(CN2CCCC2)nc2cc(NS(=O)(=O)c3ccc(Cl)cc3)ccc21 | 1 | -7 | 0.8 | -22 | 2 | 20 | 13 | -4 | 0.79
O=C(NC1CCCC1)C1=COCCO1 | 1.3 | 2 | 1.2 | -20 | -33 | -23 | 2 | -10 | 0.35
Cc1ccc(C(=O)NC(Cc2c[nH]c3ccccc23)C(=O)O)cc1 (stereo unspecified) | 0.8 | 9 | 1.2 | -10 | 23 | -16 | 1 | 2 | 0.011
CCOC(=O)C1CCN(S(=O)(=O)c2cccc(-c3cn4cccnc4n3)c2)CC1 | 1.1 | -4 | 1 | -9 | -7 | 4 | 10 | -1 | -0.92
Cc1noc(C)c1S(=O)(=O)N1CCC(C(=O)NCCN2CCC(C)CC2)CC1 | 1 | -6 | 1 | x | 4 | -2 | 8 | -3 | -0.92
OCCN1CCN(c2ncnc3nc[nH]c23)CC1 | 0.9 | x | 1.1 | x | 6 | -7 | 8 | x | -0.5
Cc1ccccc1NC(=O)c1onc2c1CCCC2 | 1.1 | x | 1.1 | 3 | -9 | -6 | x | 21 | 1.1
COc1ccc(N(CC(=O)NCCSCc2c(F)cccc2Cl)S(C)(=O)=O)cc1OC | 0.1 | 24 | 1.2 | -1 | 87* | -20 | 2 | -18 | -1.2
COC(=O)c1ccccc1NC(=O)C1CC(c2ccc(F)cc2)=NO1 (stereo unspecified) | 1.5 | 21 | 0.7 | 0 | -50 | 34 | -1 | -22 | -0.28

Among those listed so far, 4 have a Cl atom.
SMILES | CYP2C9 activ | IL1B cytotox | CYP2C19 act | HUVEC tox TNFa | CYP2C9 inh | CYP2C19 inh | Candida biofilm | VCAM1 TNFa inh | hDAT+cocaine
CCOC(=O)Cn1c(=O)c2c(nc(Br)n2Cc2ccccc2Cl)n(C)c1=O | x | -8 | x | -20 | x | x | 11 | 10 | -0.51
COc1ccc(Cl)cc1NC(=O)CC(C)c1ccccc1 (stereo unspecified) | 4* | 80* | 0.2 | 2 | -296 | 85* | 2 | -5 | 0.71
Cn1c(CN2CCCC2)nc2cc(NS(=O)(=O)c3ccc(Cl)cc3)ccc21 | 1 | -7 | 0.8 | -22 | 2 | 20 | 13 | -4 | 0.79
COc1ccc(N(CC(=O)NCCSCc2c(F)cccc2Cl)S(C)(=O)=O)cc1OC | 0.1 | 24 | 1.2 | -1 | 87* | -20 | 2 | -18 | -1.2

Compounds above that contain bromine (two):
SMILES | CYP2C9 activ | IL1B cytotox | CYP2C19 act | HUVEC tox TNFa | CYP2C9 inh | CYP2C19 inh | Candida biofilm | VCAM1 TNFa inh | hDAT+cocaine
O=C(N/N=C/C(Br)=C\c1ccccc1)c1n[nH]c2c1CCC2 | 0.7 | 62 | 0.6 | 69 | 34 | 38 | 1 | 91* | x
CCOC(=O)Cn1c(=O)c2c(nc(Br)n2Cc2ccccc2Cl)n(C)c1=O | x | -8 | x | -20 | x | x | 11 | 10 | -0.51

(more compounds)
SMILES | CYP2C9 activ | IL1B cytotox | CYP2C19 act | HUVEC tox TNFa | CYP2C9 inh | CYP2C19 inh | Candida biofilm | VCAM1 TNFa inh | hDAT+cocaine
CON=C1CCN(c2ncc(C(F)(F)F)cc2Cl)CC1 | 1 | 48 | 1.1 | 3 | -5 | -12 | x | -6 | -0.09
Cn1[nH]c(=O)c(Cl)c(Cl)c1=O | 0.9 | -5 | 1 | -20 | 9 | 4 | x | 0 | 0.021
Cc1cc(C)cc(NC(=S)NC(=O)CCN2C(=O)c3ccccc3C2=O)c1 | 1.1 | 7 | 0.8 | 0 | -8 | 20 | x | -2 | -1.6
CCOC(=O)C1CCCN(c2cc(C)nc3cc(-c4ccc(Cl)cc4)nn23)C1 (stereo unspecified) | x | 4 | x | -19 | x | x | 7 | -19 | 0.00047
CCc1c(C)[nH]c(=S)c(C#N)c1C | 0.8 | x | 1 | -29 | 16 | -1 | 5 | -2 | -0.54
O=C(Cn1c(S(=O)(=O)Cc2ccccc2)nc2ccccc21)N1CCCCC1 | 0.8 | -17 | 1 | -22 | 22 | 0 | 3 | 14 | 0.8
O=C1c2ccccc2-c2onc3ccc(Oc4ccccc4)c1c23 | x | -24 | x | 7 | x | x | 5 | -10 | 0.026
OCCN1CCN(CCOc2cccc(Cl)c2)CC1 | 1.1 | 52 | 1.1 | -6 | -13 | -12 | x | 4 | -0.46

Three entries out of the list above, ordered by the value under CYP2C19 inh, smallest number first:
mol | CYP2C9 activ | CYP2C19 act | CYP2C9 inh | CYP2C19 inh | VCAM1 TNFa inh | hDAT+cocaine
CON=C1CCN(c2ncc(C(F)(F)F)cc2Cl)CC1 | 1 | 1.1 | -5 | -12 | -6 | -0.09
Cn1[nH]c(=O)c(Cl)c(Cl)c1=O | 0.9 | 1 | 9 | 4 | 0 | 0.021
Cc1cc(C)cc(NC(=S)NC(=O)CCN2C(=O)c3ccccc3C2=O)c1 | 1.1 | 0.8 | -8 | 20 | -2 | -1.6

Assay outcomes as filed in PubChem.
